# Screens deposited in PubChem BioAssay by National Center for Advancing Translational Sciences (NCATS).
# DT40 TDP1 no CPT: qHTS for Inhibitors of human tyrosyl-DNA phosphodiesterase 1 (TDP1): qHTS in cells in absence of CPT | DT40 Tdp1-/- hTDP1 cells, no CPT, ATP luminescence, 48 h | Potency, µM (doses to about 46.2 µM), inactives show top-dose activity change, negative = growth inhibition, usual class: inhibitors | actives 15% (n = 420,000) | AID 686978, 2013; active means well fitted inhibition curve with a large enough effect; inconclusive means small, poorly fitted or top-dose-only effect; further: nearly all actives have a fitted effect of over 55% in size
#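 DT40 Tdp1-/-;hTDP1 cells, no CPT (DMSO vehicle only), 400 cells/well; compounds pin-transferred; ≥48 hr, 37 °C; CellTiter-Glo 30 min RT dark, luminescence read.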
# * marks the source's active call; other numbers are inactive results; ? = inconclusive. On the % scale 0 is the no-effect control and ±100 the full control effect; potency means the concentration at half of the fitted maximal effect.
SMILES,DT40 TDP1 no CPT
Cc1ccc2c(c1)N(CC(=O)Nc1ccccc1F)C(=O)C(C)O2 (centres undefined),-27%
CC1CCCCC12NC(=O)N(CC(=O)N1CCN(S(=O)(=O)c3ccc(Cl)s3)CC1)C2=O (centres undefined),-4%
CCc1nc2ccc(C(=O)NCC3CCCCC3)cn2c1N(C)C(=O)c1cccc(OC)c1,?
O=C1C2C3CC4C5C3C1C5C1(SCCS1)C42 (centres undefined),-4%
c1ccc(COc2ncnc3c2ncn3CCCNCCN2CCOCC2)cc1,4%
CCNC(=O)C1(C)CCCN(C(=O)Cc2ccc(OC)c(OC)c2)C1 (centres undefined),-12%
CC(C)(C)C(=O)c1c(N)[nH]c(C(=O)c2ccccc2)c1-c1ccc(Br)cc1,23µM*
COc1ccc(-c2csc(NC(C)c3nc4cc(Cl)c(Cl)cc4n3CCCO)n2)cc1 (centres undefined),15µM*
CCOc1ccccc1NC1=C(OC)C(=O)C(Nc2ccccc2OCC)=C(OC)C1=O,?
COC(=O)N(C)C[C@@H]1OCc2cnnn2CCCC(=O)N([C@H](C)CO)C[C@@H]1C,-3%
CC(C)C[C@H]1CNC(=O)C(=O)N1CC1CCN(CCC(C)(C)C)CC1,3%
COCCNC(=O)C1(C)CCN(C(=O)c2sc(-c3ccccc3)nc2C)C1 (centres undefined),-7%
N#Cc1ccc(/C=C2\C=Cc3ccccc32)cc1,-29%
O=C(C=Cc1ccc2c(c1)OCO2)OCC=Cc1ccc2c(c1)OCO2,-15%
CCCCCC(=O)N1C[C@@H](O)[C@H](n2cc(COC(=O)c3ccccc3)nn2)C[C@@H]1c1ccccc1,?

# Among those listed so far, 4 have a halogen.
SMILES,DT40 TDP1 no CPT
Cc1ccc2c(c1)N(CC(=O)Nc1ccccc1F)C(=O)C(C)O2 (centres undefined),-27%
CC1CCCCC12NC(=O)N(CC(=O)N1CCN(S(=O)(=O)c3ccc(Cl)s3)CC1)C2=O (centres undefined),-4%
CC(C)(C)C(=O)c1c(N)[nH]c(C(=O)c2ccccc2)c1-c1ccc(Br)cc1,23µM*
COc1ccc(-c2csc(NC(C)c3nc4cc(Cl)c(Cl)cc4n3CCCO)n2)cc1 (centres undefined),15µM*

# Next results.
SMILES,DT40 TDP1 no CPT
c1cnc2[nH]ccc2c1,-4%
C#CCNC(=O)c1cc(-c2ccccc2)sc1N,?
C/C(CCc1ccc2c(c1)OCO2)=N\N=C1\NC(=O)CC(C(=O)Nc2ccc(C(=O)O)cc2)S1 (centres undefined),10%
CC1(C(=O)NCCCN2CCCC2=O)CCN1CCc1ccccc1 (centres undefined),-1%
CCNc1ccc(/C=C/c2ccnc3ccccc23)cc1,4µM*
O=C(NCCc1ccccc1)c1ccc(-c2ccc(F)c(F)c2)c2ccoc12,4.1µM*
Cc1c(C(=O)NCc2ccc3c(c2)OCCO3)sc(=O)n1Cc1ccc2c(c1)OCO2,?
COc1ccccc1CNC(=O)c1cc(-c2cc(F)ccc2OC)n[nH]1,?
COCCNC(=O)C1(C)CCCN(Cc2ccc(C)c3ccccc23)C1 (centres undefined),16µM*
CC1CCCCC1NC(=O)COC(=O)c1c2c(nc3ccccc13)/C(=C\c1ccco1)CC2 (centres undefined),23µM*
O=C(CN1Cc2ccccc2OC(c2ccsc2)C1)NCC1OCCc2ccccc21 (centres undefined),-31%
CC1(C)N=C(N)N=C(N)N1c1ccc(OCC(=O)Nc2ccccc2)c(Cl)c1,0.73µM*
CC(=O)N1CCc2cc(NC(=O)C3(C)CCN3Cc3ccccc3OC(F)F)ccc21 (centres undefined),18µM*
Cc1nc(C2CCCCC2)c(-c2ccccc2)c(N2CCOC2=O)c1C,-54%
Cc1c(C(=O)NCc2cccc([N+](=O)[O-])c2)sc(=O)n1Cc1ccc(C(C)C)cc1,?
Cc1ccc(F)c(S(=O)(=O)NC(=O)C2(C)CCN2C(=O)CC(c2ccccc2)c2ccccc2)c1 (centres undefined),21µM*
CCOC(=O)C1CCCN(C(=O)c2[nH]c(C(F)(F)F)nc2-c2ccccc2)C1 (centres undefined),1%
CCc1nc2c(OCCC3CCCCC3)cccn2c1N(C)C(=O)c1ccccc1F,?
Nc1ccc(C#Cc2c(-c3ccsc3)oc3ccc(N4CCOCC4)cc23)cc1,?
COc1cc2nc(N3CCCCC3)nc(NC3CCN(Cc4ccccc4)CC3)c2cc1OC,3.2µM*
CCCc1nc2c(s1)CCc1onc(-c3ccc(Br)cc3)c1-2,-7%
CC(C)(C)N1C(=O)c2ccccc2NC(=O)C1C(=O)NCCc1ccccc1 (centres undefined),?
COc1ccccc1C(=O)N[C@@H]1c2ccccc2C2(CCN(Cc3ccc(C)o3)CC2)[C@H]1O,?
COC(=O)C1=CN(c2cccc(OCc3ccccc3)c2)C(N)=C(C#N)C1c1ccc(-c2ccccc2)cc1 (centres undefined),-23%
COc1ccccc1C(=O)N1CCN(C(=O)[C@H]2O[C@@H](n3ccc(N)nc3=O)[C@H](O)[C@@H]2O)CC1,6%
CN1CCN(c2ccc(CNC(=O)C3(C)Cc4c(-c5ccccc5)ccnc4O3)cc2)CC1 (centres undefined),21µM*
COc1cc(Cn2c3ccc(NC(=O)CCc4ccccc4)cc3c(=O)n2C)ccc1F,2.9µM*
CCOC(=O)Cn1cc(Cn2c3ccccc3c(=O)n2C(C)C)nn1,-8%
Cn1c(N)c(C(=O)CN2CCN(S(=O)(=O)c3ccccc3C#N)CC2)c(=O)n(C)c1=O,-15%
CC(C)(C)NC(=O)Cn1nnc(-c2ccccc2NC(=O)c2ccco2)n1,?
Cc1ccc(N2C(=O)N(CC(=O)N3CCc4ccccc43)C(=O)C2C)cc1 (centres undefined),-14%
CCOC(=O)c1c2c(n3ccccc13)C(=O)c1ccccc1C2=O,10µM*
CCc1nc2ccc(C(=O)Nc3cccc(NS(C)(=O)=O)c3)cn2c1N(CCC(C)C)CCN(C)C,18µM*
CN1CCN(c2ncnc3c2ncn3[C@H]2CN(Cc3ccc4c(c3)OCO4)C[C@@H](CO)O2)CC1,-25%
CN(Cc1ccccc1)C(=O)Cn1nnc(-c2ccccc2)c1COc1ccccc1,21µM*
COc1ccc(N=C2C=CC(=O)O2)cc1,4.6µM*
CSCCNC(=O)C1(C)CCN1C(=O)CCc1ccccc1 (centres undefined),1%
Cc1cc(C)c(C(=O)NCc2nc(-c3cccc(NC(=O)C4CCCN(C)C4)c3)oc2C)[nH]1 (centres undefined),?
O=C1C(=Cc2ccncc2)CCCc2ccccc21,21µM*
COc1cc(=O)n2c(c1C(=O)NCc1ccco1)CCN(C(=O)c1c(F)ccc(F)c1F)CC2,-12%
CCSC1OC(C(COC(C)=O)OC(C)=O)C(OC(C)=O)C1NC(C)=S (centres undefined),4%
CC1(C(=O)NCc2cccnc2)Cc2c(-c3cccc(C(F)(F)F)c3)ccnc2O1 (centres undefined),21µM*
CCOC(=O)[C@H]1Nc2ccc(Cl)cc2[C@@H]2[C@H]1C1CC(c3ccccc31)N2C(=O)OCc1ccccc1 (some centres undefined),?
Cc1cccc(-c2cc3nc4c(c(N5CCC6(CC5)OCCO6)n3n2)CCCC4)c1,-26%
N#CN1C2CCC1CC(O)(c1ccccc1)C2 (centres undefined),-7%
CCN1CCCC1CNC(=O)c1cnn(-c2nccc(-c3cccs3)n2)c1C(C)C (centres undefined),?
COc1ccccc1Cc1c(-c2ccco2)nc2c3ccccc3ccn12,16µM*
COc1cc(C)ccc1S(=O)(=O)NC(=O)C1(C)CCN1C(=O)c1ccc(C2CCCCC2)cc1 (centres undefined),-20%
O=C(NCCCN1CCOCC1)c1onc(CSc2ccccc2)c1C(=O)NCCCN1CCOCC1,0%
COc1cccc2c1C(=O)CC1C2CCC2CC(=O)CCC21C (centres undefined),7%
CC(=O)OCC1CC(COC(C)=O)C(COC(C)=O)CC1COC(C)=O (centres undefined),-11%
COc1ccc(C(CNC(=O)CCNS(=O)(=O)c2ccccc2)N2CCOCC2)cc1 (centres undefined),-24%
CCN(CC)c1ncnc2c1ncn2[C@H]1CN(Cc2ccc(Cl)cc2)C[C@@H](CO)O1,16µM*
Clc1cccc(CNc2ccn3nc(-c4ccccc4Cl)cc3n2)c1,?
COc1ccc(OC)c(NC(=O)C2CCCN2S(=O)(=O)c2ccc3c(c2)CC(C)N3C(C)=O)c1 (centres undefined),?
O=[N+]([O-])c1ccc(COc2ccccc2CN2CCCC2)cc1,-24%
COc1cccc(-c2cnc(C(O)c3c(C)ccc4ccccc34)[nH]2)c1 (centres undefined),?
Clc1ccc2nc(C3CCCCC3)c(CC3CCCCC3)n2c1,?
COc1ccc(Cc2c(C3CCCCC3)nc3ccc(Cl)cn23)c(C)c1,?
COc1ccc(Cn2cc(CN(C)C3CN(Cc4cn(Cc5ccc(OC)cc5)nn4)S(=O)(=O)C3)nn2)cc1 (centres undefined),-30%

# (continued)
SMILES,DT40 TDP1 no CPT
CC(NC(=O)c1cccs1)c1ccc(Cl)cc1 (centres undefined),1%
COc1cc2c(c(NC(C)=O)c1)N(C(C)=O)CCC2,-3%
CN1OC[C@@H]2CN(C(=O)CCc3ccccc3)[C@H](c3ccccc3Br)C[C@@H]21,-23%
CCOC(=O)C1(Cc2ccccc2)C(=O)N(CCCN(C)C)c2ccccc21 (centres undefined),-16%
Cc1ccc(C(c2nc3ccccc3[nH]2)n2c(-c3ccccc3)nc3ccccc32)cc1 (centres undefined),?
CCN(CC)C(=O)C1=C(C)N(CCCOC)C(=O)C(CC(=O)NCc2cccs2)C1 (centres undefined),-4%
CCNC(=O)C1(C)CCCN1C(=O)c1ccc(-c2ccccc2)cc1 (centres undefined),?
O=C(c1cccs1)c1ccccc1Cc1cccs1,3%
CCCCNC(=O)c1nc(-c2ccc(C(F)(F)F)cc2)oc1-c1ccccc1,-20%
O=S(=O)(Nc1c(O)ccc2ccccc12)c1ccccc1,16µM*
CCOC(=O)[C@]12CCC=C1N(CCC1=CCCCC1)C(=O)[C@H](CC(=O)NCc1cccc(C(F)(F)F)c1)C2,21µM*
COC(=O)[C@@]12C[C@@H](CC(=O)N3CCC(c4ccccc4)CC3)C(=O)N(CCc3ccc(OC)c(OC)c3)C1=CCC(C)(C)C2,?
CC(C)N1CCC(C)(C(=O)Nc2cccc(Oc3ccccc3)c2)C1 (centres undefined),?
CC(C)C(Cl)=NOC(=O)Nc1ccc(S(N)(=O)=O)cc1,2.6µM*
CC(C)(C)OC(=O)N1CCC(C(=O)Nc2cccc(C(=O)NC3CC3)c2)CC1,-7%
NC(=O)C1=C(N)c2ccccc2C1c1ccccc1 (centres undefined),-24%
OCC(O)C(O)CC1SCCS1 (centres undefined),-4%
CCOc1ccccc1NC(=O)COC(=O)C1CCC1,13%
C[C@@H]1CN([C@H](C)CO)C(=O)CCCn2nncc2CO[C@@H]1CN(C)C(=O)c1ccc(N2CCN(C)CC2)cc1,-8%
c1ccc2c(CCC3CCNCC3)c[nH]c2c1,?
COCCc1ccc(OC2(C)CCN(Cc3ccc(OC)c4ccccc34)C2)cc1 (centres undefined),16µM*
COc1c2c(c(OC)c3c1c(=O)c1ccccc1n3C)OCO2,-23%
C[C@H]1CN([C@@H](C)CO)S(=O)(=O)c2ccc(Br)cc2O[C@H]1CN(C)C(=O)C1CCC1,?
COc1ccc(NC(=O)C2Cc3c(-c4ccccc4Oc4ccccc4)ccnc3O2)cn1 (centres undefined),15µM*
O=C1c2ccccc2C(=O)N1C1C=CC=CC=C1,0%
COc1ccc(-c2c(C(=O)c3ccccc3)[nH]c(N)c2C(=O)NCc2ccccc2)cc1OC,?
CCOc1ccc(Nc2nc3ccccc3n2C)cc1,?
Cc1nc(CC(=O)N2CCC(n3c(C4CCC4)nc4cccnc43)CC2)cs1,-4%
COc1ccccc1C(O)(c1ccccc1)c1ccccc1OC,?
Cc1ccc2c(CSc3nc4ccccc4c(=O)n3CCCO)cc(=O)oc2c1,?

# Compounds listed so far that have bromine:
SMILES,DT40 TDP1 no CPT
CC(C)(C)C(=O)c1c(N)[nH]c(C(=O)c2ccccc2)c1-c1ccc(Br)cc1,23µM*
CCCc1nc2c(s1)CCc1onc(-c3ccc(Br)cc3)c1-2,-7%
CN1OC[C@@H]2CN(C(=O)CCc3ccccc3)[C@H](c3ccccc3Br)C[C@@H]21,-23%
C[C@H]1CN([C@@H](C)CO)S(=O)(=O)c2ccc(Br)cc2O[C@H]1CN(C)C(=O)C1CCC1,?

# Nothing new here: entries from further up.
SMILES,DT40 TDP1 no CPT
Cc1ccc2c(c1)N(CC(=O)Nc1ccccc1F)C(=O)C(C)O2 (centres undefined),-27%
CC1CCCCC12NC(=O)N(CC(=O)N1CCN(S(=O)(=O)c3ccc(Cl)s3)CC1)C2=O (centres undefined),-4%
CCc1nc2ccc(C(=O)NCC3CCCCC3)cn2c1N(C)C(=O)c1cccc(OC)c1,?
O=C1C2C3CC4C5C3C1C5C1(SCCS1)C42 (centres undefined),-4%
c1ccc(COc2ncnc3c2ncn3CCCNCCN2CCOCC2)cc1,4%
CCNC(=O)C1(C)CCCN(C(=O)Cc2ccc(OC)c(OC)c2)C1 (centres undefined),-12%
CC(C)(C)C(=O)c1c(N)[nH]c(C(=O)c2ccccc2)c1-c1ccc(Br)cc1,23µM*

# Next records follow.
SMILES,DT40 TDP1 no CPT
O=C1Nc2ccccc2-n2nnnc2C1N1CCc2ccccc2C1 (centres undefined),-28%
O=C(NCc1ccccc1)C1=C[C@@H](c2ccccc2)C[C@@H](OCCCCO)O1,?
Cc1ccc(S(=O)(=O)N2C[C@H]3C(=O)C[C@@H](c4ccccc4F)N(S(=O)(=O)c4ccc(C)cc4)[C@H]3C[C@H]2c2cccc3ccccc23)cc1,-22%
CCOC(=O)C[C@H]1c2cc(F)ccc2S(=O)(=O)N1c1ccccc1,?
CC1(C)C(=O)C=CC(=O)C(C)(C)C(=O)C=CC(=O)C(C)(C)C2=CC=C(O2)C(C)(C)C(=O)C=CC1=O,0.82µM*
O=C1OCCC1Sc1nnc2c(n1)[nH]c1ccccc12 (centres undefined),-3%

# Not all compounds are listed; count on the stated rates, not on these rows.
